Source: PubChem (Broad Institute)
PGC1a acetyl inh – lowers PGC1a acetylation signal in U2OS cells; AlphaScreen anti-acetyl-lysine; with virally co-expressed GCN5 acetyltransferase; actives 0.17% (n = 350,000); inhibition, % at 15.6 µM;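 active means every replicate shows inhibition of at least 40%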;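 further: 0% = neutral control wells and 100% = positive control wells; some results beyond the cut were filed as inactive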
ERAP1 inh – ERAP1 (human) enzyme inhibition; recombinant ERAP1, Leu-AMC fluorescence, 60 min; inhibition, % at 10.7 µM; actives 0.15% (n = 340,000); AID 652197;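 active means mean replicate inhibition of at least 30%, or all replicates individually reaching that 30% level; inactive means mean below 30% and not every replicate reaching it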;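 further: 0% = neutral control wells and 100% = L-leucinethiol positive control wells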
SIRT5 inh – inhibitors of human sirtuin-5 desuccinylase; Purified SirT5, succinyl-peptide AMC, trypsin-coupled fluorescence; inhibition, % at 15 µM; actives 1.1% (n = 330,000); in the data active means inhibition above about 15%
Target sequence (Q9NXA8 whole entry, looked up): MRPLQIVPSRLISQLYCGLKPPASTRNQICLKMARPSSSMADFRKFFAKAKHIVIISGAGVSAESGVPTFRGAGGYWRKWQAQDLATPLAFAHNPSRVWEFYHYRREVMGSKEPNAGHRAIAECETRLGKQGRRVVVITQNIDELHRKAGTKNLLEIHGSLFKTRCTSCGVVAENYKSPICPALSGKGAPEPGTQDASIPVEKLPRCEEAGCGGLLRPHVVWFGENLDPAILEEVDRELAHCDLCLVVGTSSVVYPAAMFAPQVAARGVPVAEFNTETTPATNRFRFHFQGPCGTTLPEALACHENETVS
Statin myotox sup – suppressors of simvastatin-induced myotoxicity in C2C12 myotubes. actives 0.78% (n = 330,000). AID 602340. ATP luminescence, 48 h; scaled: DMSO 0, geranylgeraniol control 100. rescue of ATP level, % at 7.49 µM;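 active means mean ATP rescue above about 67%, or every replicate alone reaching that limit, limit read from the data, passing the limit was not always enough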;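 further: myotubes were challenged with 10 µM simvastatin during compound exposure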
XiGFP reactiv – activators of X-chromosome reactivation in mouse fibroblasts; AID 743238; actives 0.055% (n = 360,000); activation, % at 7.58 µM; XiGFP mouse fibroblasts, % GFP-positive cells imaging, 3 d; cells co-treated with 5-aza-dC sensitizer; scaled so ellipticine positive control = 100%;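 active means mean normalized replicate activation at least 10% and every replicate at or above 10%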;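 further: 0% = median of on-plate neutral control wells and 100% = ellipticine 6 µM median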
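System: XiGFP fibroblasts, SV40-immortalized. Medium: DMEM plus 5-aza-dC sensitizer. Doses: single point. Timing: 3 d treatment, 15 min room-temperature fixation. Control set: ellipticine 6 µM.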
LGR2 antag – Drosophila LGR2 receptor signaling inhibition | HEK293 LGR2, CRE-luciferase, bursicon-stimulated, 4 h | inhibition, % at 9.99 µM | actives 0.35% (n = 380,000) | AID 720647;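 active means drop in luminescence signal, shown as inhibition above about 50% in the replicate tests, limit read from the data, passing the limit was not always enough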;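 further: agonist challenge used bursicon conditioned medium at about half maximal strength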
Cneo AK release – Cryptococcus neoformans lysis via adenylate kinase release | C. neoformans lysis, adenylate kinase release luminescence, 4 h; normalised: neutral wells 0, clomiphene wells 100 | lysis activity, % at 15 µM | actives 0.2% (n = 360,000) | AID 651654;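 active means mean lysis activity across replicates of at least 80%, whatever share of replicates individually reach that level; inactive means mean lysis activity below 80%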
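Test system: log-phase Cryptococcus neoformans yeast cells; Quantity: yeast cell density of 5 × 10^6 cells/mL; Buffer or medium: YPD; Doses: single compound concentration per well; Timing: 4 h at 37 °C static, read 1 h later; Measured by: AK luminescence; Read-out basis: lysis from increased AK signal; Control set: Clomiphene as positive control.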
S100A4 MyoIIA – blocks human S100A4 binding to myosin IIA peptide; P26447; S100A4/TAMRA-MyoIIA peptide fluorescence polarization; inhibition, % at 10.7 µM; actives 0.14% (n = 360,000);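 active means mean inhibition of at least 70% across replicates, with every replicate also reaching that level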
Target sequence (P26447 whole entry, looked up): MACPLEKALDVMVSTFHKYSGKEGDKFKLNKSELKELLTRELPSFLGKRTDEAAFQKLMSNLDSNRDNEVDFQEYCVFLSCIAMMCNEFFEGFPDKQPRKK
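Assay system: human S100A4 monomer with TAMRA-labelled myosin IIA peptide / Buffer or medium: Calcium-containing HEPES buffer, pH 7.2 / Reagent: TAMRA-labelled myosin IIA heavy-chain peptide probe, 5 nM / Compound: one dose per compound / Timing: polarization read 5 min after assay mix addition, stable 5–60 min / Benchmarks: neutral control DMSO, positive control TFP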
The depositor's hits bear a star; / = not tested or not shown.

SMILES	PGC1a acetyl inh	ERAP1 inh	SIRT5 inh	Statin myotox sup	XiGFP reactiv	LGR2 antag	Cneo AK release	S100A4 MyoIIA
C[C@H]1CN([C@@H](C)CO)C(=O)Cc2cc(NS(=O)(=O)c3cn(C)cn3)ccc2O[C@H]1CN(C)Cc1ccc(Cl)c(Cl)c1	2.9	3.1	1.4	30.2	0.1	8.7	4.7	0.8
O=C(NN=C1c2ccccc2-c2ccccc21)c1ccccc1Br	66.1*	-0.4	-1.7	1.7	/	2.5	-0.8	1.2
Cc1noc(C)c1S(=O)(=O)N(CC(=O)N1CCCCCC1)c1ccc(C(C)C)cc1	-20.9	/	/	1.1	0.0	-3.0	-1.6	1.7
CCNC(=O)C[C@@H]1CC[C@@H]2[C@H](COc3ccc(NC(=O)Nc4ccccc4Cl)cc3C(=O)N2C)O1	-1.0	2.0	-4.2	3.5	0.6	-1.6	-1.1	2.2
Cc1nc(N)sc1N=Nc1c(C)n(C)n(-c2ccccc2)c1=O	8.0	5.3	2.4	/	1.2	17.7	1.5	-2.7
CC1(C)CC(=O)C2=C(C1)N(c1cccc(Cl)c1)C(=O)NC2(C(F)(F)F)C(F)(F)F	-2.6	-1.2	-6.3	/	0.0	/	8.7	-6.4
O=C(CCNS(=O)(=O)c1ccc(Cl)cc1)N1CCN(c2ccccn2)CC1	/	-0.6	-1.5	4.6	0.0	-3.7	-1.9	-1.1
O=C(C[C@@H]1CC[C@@H]2[C@H](COC[C@@H](O)CN2C(=O)c2ccc(F)cc2)O1)N1CCCCC1	1.0	/	/	5.0	0.3	2.2	3.4	/
CCc1ccc(C(=O)NNC(=O)C2CCN(c3ncnc4sc(C)c(C)c34)CC2)cc1	/	-3.6	0.1	/	0.0	1.5	/	-2.8
CCS(=O)(=O)NCc1csc(-c2ccccc2)n1	/	6.6	7.2	-1.4	0.1	-8.2	-2.0	24.3
Cc1nc2sc(-c3ccccc3)cc2c(=O)n1/N=C/N(C)C	35.8	4.3	0.4	1.9	-0.1	-19.9	2.6	-4.8
COc1ccc(C2c3cc(OC)c(OC)cc3CCN2S(C)(=O)=O)cc1OC (centres undefined)	8.0	-0.6	-3.2	/	0.1	-17.6	/	1.4
O=S(=O)(N[C@@H]1CC[C@H](CCn2cc(C3CC3)nn2)O[C@H]1CO)c1ccc(Cl)cc1	-5.6	1.9	-0.2	6.7	-0.2	-2.4	7.9	-10.0
CCCCCCN1C[C@@H](n2cc(COC(=O)c3ccccc3)nn2)[C@H](O)C[C@@H]1c1ccccc1	1.8	-3.8	-1.0	19.6	-0.1	15.7	9.6	2.9
O=C(NC(=S)N1CCCCC1CO)c1cccs1 (centres undefined)	7.2	2.3	-1.7	-5.1	-0.1	22.7	-0.1	-3.3
C[C@@H]1CN([C@@H](C)CO)C(=O)c2cc(NC(=O)c3ccccc3)ccc2O[C@@H](C)CCCCO[C@@H]1CN(C)Cc1ccc2c(c1)OCO2	5.8	-0.3	3.3	/	-0.7	-2.9	-2.2	3.5
CC(C)CCc1c(O)nc(SCC(C)C)[nH]c1=O	12.7	-0.8	-0.1	3.6	-0.1	-23.5	-1.3	-3.6
COc1ccc(-c2nc3ccc(C(=O)NCC(OC)OC)cc3nc2-c2ccc(OC)c(OC)c2)cc1OC	-3.1	2.0	-0.9	34.8	0.0	-1.0	4.2	-6.3
CCCNC(=O)c1cc(C2CCCCN2C(=O)c2ccccc2)on1 (centres undefined)	0.2	-0.1	-2.7	-4.4	0.0	22.1	-1.1	8.8
COc1ccccc1-c1cn(CC[C@H]2CC[C@H](NC(=O)C3CCOCC3)[C@@H](CO)O2)nn1	-4.4	2.4	-1.5	-5.5	-0.5	4.7	-0.7	-1.8
O=C(CSc1nnc(NC2CCCCC2)s1)NN1C(=O)NC2(CCCCC2)C1=O	-5.3	/	/	5.0	0.0	11.7	-1.4	/
O=C(C[C@H]1C[C@H]2c3cc(NS(=O)(=O)c4ccc(F)cc4)ccc3O[C@H]2[C@@H](CO)O1)NCc1ccc(Cl)cc1	-10.3	3.3	0.5	6.3	0.5	-2.9	-2.6	4.6
CC(C)NC(=O)N(C)C[C@@H]1Oc2cc(Br)ccc2S(=O)(=O)N([C@@H](C)CO)C[C@@H]1C	-11.0	1.1	-0.6	0.9	0.5	3.2	2.2	0.1
CSc1ccc(S(=O)(=O)Nc2ccc3c(c2)NC(=O)CC3)cc1	/	-2.5	-0.7	/	0.0	-25.7	/	2.0
Cc1ccc(S(=O)(=O)N(C)C[C@H]2Oc3c(NC(=O)Nc4ccccc4)cccc3C(=O)N([C@H](C)CO)C[C@H]2C)cc1	-1.8	0.0	4.0	116.7*	0.2	-6.8	2.3	4.1

A second format for some results above.
compound: O=C(CSc1nnc(NC2CCCCC2)s1)NN1C(=O)NC2(CCCCC2)C1=O
  PGC1a acetyl inh: -5.3	ERAP1 inh: /	SIRT5 inh: /	Statin myotox sup: 5.0	XiGFP reactiv: 0.0	LGR2 antag: 11.7	Cneo AK release: -1.4	S100A4 MyoIIA: /

compound: C[C@H]1CN([C@@H](C)CO)C(=O)Cc2cc(NS(=O)(=O)c3cn(C)cn3)ccc2O[C@H]1CN(C)Cc1ccc(Cl)c(Cl)c1
  PGC1a acetyl inh: 2.9	ERAP1 inh: 3.1	SIRT5 inh: 1.4	Statin myotox sup: 30.2	XiGFP reactiv: 0.1	LGR2 antag: 8.7	Cneo AK release: 4.7	S100A4 MyoIIA: 0.8

compound: Cc1nc(N)sc1N=Nc1c(C)n(C)n(-c2ccccc2)c1=O
  PGC1a acetyl inh: 8.0	ERAP1 inh: 5.3	SIRT5 inh: 2.4	Statin myotox sup: /	XiGFP reactiv: 1.2	LGR2 antag: 17.7	Cneo AK release: 1.5	S100A4 MyoIIA: -2.7

Further records:
SMILES	PGC1a acetyl inh	ERAP1 inh	SIRT5 inh	Statin myotox sup	XiGFP reactiv	LGR2 antag	Cneo AK release	S100A4 MyoIIA
O=C(O)C1C2C=CC(C2)C1C(=O)NCc1ccco1 (centres undefined)	0.5	-0.8	-0.3	0.7	0.2	4.0	0.1	-1.9
N#Cc1ccc(C(=O)Nc2cc(S(=O)(=O)N3CCOCC3)ccc2N2CCCC2)cc1	/	0.1	1.1	4.9	0.0	-7.5	0.7	-3.4
CCN(C(=O)CSc1cc(-c2ccccc2)c2ccc(OC)cc2n1)C1CCS(=O)(=O)C1 (centres undefined)	/	-3.0	-0.7	/	-0.6	/	/	3.0
COc1ccccc1NC(=O)c1ccccc1NC(=O)c1ccccn1	5.9	-7.5	-2.8	2.5	0.0	1.9	0.0	-2.1
CSc1ccccc1NC(=O)CSCc1ccc(Br)cc1	0.4	/	/	2.7	/	-6.3	-0.5	/
CCN1C(=O)CCC(C(=O)O)C1c1ccc(OC)cc1 (centres undefined)	3.6	/	-4.1	-7.9	0.5	-7.0	3.7	5.0
O=C(O)c1cc2cc(Oc3ccccc3)ccc2[nH]1	-0.2	4.2	-3.4	0.5	0.0	0.1	2.0	-1.9
Cc1ccc(C(=O)C2CCN(CC(=O)Nc3nc(C)cs3)CC2)cc1	-8.7	-3.6	18.6*	-33.8	/	0.6	-3.2	2.0
O=C(NCCNC(=O)c1ccccn1)c1ccccc1	14.4	-3.5	-2.2	4.9	0.0	5.3	-1.8	0.9
COc1ccc(S(=O)(=O)N(C)C[C@@H]2Oc3ccc(NC(=O)Cc4ccccc4)cc3CC(=O)N([C@H](C)CO)C[C@H]2C)cc1	-11.4	-2.1	3.2	-3.0	0.0	11.4	-0.1	5.0
COC(=O)C[C@H]1CC[C@H]2[C@@H](COC[C@@H](O)CN2S(=O)(=O)c2cn(C)cn2)O1	-3.6	-0.8	-0.5	-10.5	0.0	10.1	2.7	6.7
Clc1ccc(-c2ncc3ccccn23)cc1	4.9	3.0	-4.5	/	-0.3	9.6	/	0.0
Cc1nc(/C(=N/O)C(N)=O)cs1	2.9	/	-0.9	3.7	2.8	19.5	3.4	-2.2
CC(C)(C)OC(=O)N1CCC(c2c(C(=O)N3CCN(C(=O)c4ccco4)CC3)cnn2-c2cccc(Cl)c2)CC1	-4.2	-3.5	3.2	15.4	0.0	3.8	2.7	6.4
N#C[C@@H]1N[C@H](CO)[C@@H]1c1ccc(/C=C/c2ccccc2)cc1	-6.6	-1.6	-1.0	-6.7	0.2	-52.3	-1.4	4.6
S=c1[nH]c2ccccc2n2cccc12	9.3	4.7	-2.8	5.4	0.0	-31.7	37.3	1.0
CCc1n[nH]c(=S)n1/N=C/c1c[nH]c2ccc(Br)cc12	2.8	0.5	5.0	/	0.0	21.0	/	-2.2
CCC(=O)N1[C@H](CNC(=O)CN(C)C)[C@H](c2ccc(C3=CCCC3)cc2)[C@@H]1CO	-2.7	0.0	0.9	-15.0	0.0	-3.0	0.9	-0.2
O=C(Nc1cc(S(=O)(=O)N2CCOCC2)ccc1Cl)c1cc(=O)c2ccccc2o1	/	-3.6	-1.1	/	0.1	-6.7	/	-3.1
COC(=O)CNC(=O)/C=C/c1ccc(OC)cc1	-3.9	2.7	0.9	16.6	/	-27.6	-1.8	-4.7
CCC(NC(=S)NCc1ccc(F)cc1)c1ccc(C(C)C)cc1 (centres undefined)	-5.8	-3.5	-1.9	17.4	-0.1	5.3	33.2	0.9
O=C(Nc1ccccc1)N1CC(=O)N2[C@H](C1)[C@@H](c1ccc(C#CC3CCCCC3)cc1)[C@@H]2CO	-3.8	4.2	-0.1	/	0.0	7.8	/	7.4
CN(C(=O)COc1ccc(Cl)cc1Cl)C1(C)CCS(=O)(=O)C1 (centres undefined)	/	-0.3	-2.4	-4.8	0.0	1.9	0.0	-1.7
Cc1cccc(N(C(=O)Cn2nnc(-c3ccc(C)o3)n2)C(C(=O)NC2CCCC2)c2ccncc2)c1 (centres undefined)	/	-6.9	-13.0	11.2	0.5	1.4	1.2	0.2
Cc1ccc(NC(=O)c2ccc(Cl)nc2)cc1	0.1	6.6	-4.2	/	-0.6	-15.6	/	-0.9
O=C(O)CC/C(=N/NC(=O)c1cccs1)c1ccccc1	/	0.2	-0.7	/	0.1	/	/	3.1
COCCCNC(=O)CC1C[C@H](C(=O)N2CCCCC2)[C@@]2(CCc3ccccc3)c3[nH]c4ccc(OC)cc4c3CCN2C1=O (some centres undefined)	/	-0.6	-2.2	10.2	0.0	8.8	-1.9	8.8

2 of the compounds above, in CSV form.
structure,PGC1a acetyl inh,ERAP1 inh,SIRT5 inh,Statin myotox sup,XiGFP reactiv,LGR2 antag,Cneo AK release,S100A4 MyoIIA
O=C(NN=C1c2ccccc2-c2ccccc21)c1ccccc1Br,66.1*,-0.4,-1.7,1.7,/,2.5,-0.8,1.2
O=C(CCNS(=O)(=O)c1ccc(Cl)cc1)N1CCN(c2ccccn2)CC1,/,-0.6,-1.5,4.6,0.0,-3.7,-1.9,-1.1

Not all compounds are listed, so the mix of outcomes need not match the whole.
